# Cathepsin G inh: blocks human cathepsin G enzyme activity; purified enzyme, AMC-tetrapeptide fluorescence, pooled mixtures; AID 581; inhibition, % at 5 µM (by protocol); P08311; 62,000 compounds, 0.2% hits;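 active means inhibition above 20% in each of the two mixture wells holding the compound; inactive means inhibition of 20% or less in either well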;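 further: 0% = enzyme control without mixture and 100% = blank lacking enzyme; strong numbers were not always called active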
# CatS inh: human cathepsin S inhibition | 62,000 compounds, 0.06% hits | recombinant cathepsin S, AMC dipeptide fluorescence, pooled mixtures | AID 501 | inhibition, %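 (tested at 5 µM per compound within 10-compound mixtures)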; in the data active means inhibition above about 32%, passing the limit was not always enough;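 further: 0% = enzyme without compound and 100% = blank without enzyme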
# C1s block: blocks human complement C1s protease activity | P09871 | purified C1s, fluorogenic AMC substrate, pooled mixtures | mean inhibition % of two 10-compound mixtures (stronger effect = higher value), % at 5 µM (by protocol) | 62,000 compounds, 0.16% hits | AID 538;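 active means inhibition above 20% in each of the two 10-compound mixture wells holding the compound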;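 further: 0% = enzyme wells lacking compound mixture and 100% = no-enzyme blank wells; some compounds called inactive have numbers as strong as hits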
# CatB block: inhibitors of human cathepsin B | P07858 | purified cathepsin B, fluorogenic substrate, fluorescence | inhibition, %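 (tested at 10 µM)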 | 63,000 compounds, 0.1% hits; in the data active means inhibition above about 21%;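 further: 0% = enzyme with no compound and 100% = no enzyme blank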
# CatB mix inh: inhibitors of human cathepsin B in compound mixtures | 62,000 compounds, 0.06% hits | Purified cathepsin B, AMC dipeptide fluorescence | inhibition, %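 (ten-compound pools at 5 µM per compound and 50 µM total)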 | P07858; in the data active means inhibition above about 22%, passing the limit was not always enough;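 further: 0% = enzyme without compound and 100% = no enzyme blank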
# PKA inh: blocks human protein kinase A activity | PKA Kemptide phosphorylation, Kinase-Glo ATP luminescence | inhibition, % at 6 µM | 65,000 compounds, 0.1% hits;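 active means inhibition above the screen-wide mean inhibition plus 3 SD, cut at about 21% in these data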; further: many of its hits are not listed in these tables
# ROCK2 blocker: ROCK2 (human) kinase inhibition | 60,000 compounds, 0.35% hits | AID 604 | purified ROCK2, Kinase-Glo ATP depletion luminescence | inhibition, % at 6 µM;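 active means inhibition above the screen-wide mean inhibition plus 3 SD, cut at about 18% in these data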;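 further: plate controls were DMSO wells for no effect and Y-27632 control wells after no-enzyme background subtraction for full effect; many of its hits are not listed in these tables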
# HER2 expr 66K: Her2 kinase expression inhibition; HER2 level % of control, % at 10 µM; AID 645; SKBR-3 HER2 protein level, AlphaScreen, 18-24 h; stronger effect = lower value; 65,000 compounds, 0.69% hits; P04626;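 active means HER2 level under 5% of the carrier-only control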;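 further: 100% = DMSO carrier and 0% = 500 nM PU-H71 HSP90 inhibitor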
# CatL block: blocks human cathepsin L protease activity. inhibition, %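 (tested at 10 µM)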. purified cathepsin L, fluorogenic substrate, fluorescence. P07711. 58,000 compounds, 0.17% hits. AID 460; in the data active means inhibition above about 45%;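 further: 0% = enzyme with no compound and 100% = no enzyme blank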
# An asterisk follows results filed as active; x = not tested or not shown.
SMILES,Cathepsin G inh,CatS inh,C1s block,CatB block,CatB mix inh,PKA inh,ROCK2 blocker,HER2 expr 66K,CatL block
COc1ccc(N2C(=O)CC(=O)NC2=O)cc1,-4,6,-7,5,4,0,-3,108,6
CN(CC1COc2ccccc2O1)c1nc(-c2cccnc2)nc2ccccc12 (centres undefined),8,-10,11,-4,3,6,4,44,-6
O=C(CCCn1c(=O)[nH]c2cc(Cl)ccc2c1=O)N1CCC2(CC1)OCCO2,8,11,9,7,4,0,-1,117,6
Cc1ccc(N2C(=O)NC(=O)C3(Cc4ccccc4N4CCN(c5ccccc5)CC43)C2=O)cc1 (centres undefined),14,10,10,-6,3,0,-2,93,22
CCCCn1c(C)c(C(=O)OCC)c2c(CN3CCOCC3)c(O)ccc21,8,2,-55,7,2,x,x,160,-2
O=c1[nH]c(=O)n(Cc2ccc(F)cc2)c(O)c1C=NCC1CCCO1 (centres undefined),-8,16,-38,6,6,4,0,123,9
COc1ccc(S(=O)(=O)NC(CC(=O)N2CCC3(CC2)OCCO3)c2ccco2)cc1 (centres undefined),5,38,-9,3,6,10,3,110,8
O=C(c1ccccc1)c1cn(CC(=O)N2CCCC2)c2ccccc12,5,5,8,-6,-3,7,4,94,x
Cc1cc(C)n2nc(C)[n+](C)c2n1,10,-4,14,-1,4,0,1,122,-5
COc1ccc(N2CCN(CCCN)CC2)cc1,11,-3,12,-4,3,0,1,90,9

# Entries shown so far containing nitrogen in an aromatic ring:
SMILES,Cathepsin G inh,CatS inh,C1s block,CatB block,CatB mix inh,PKA inh,ROCK2 blocker,HER2 expr 66K,CatL block
CN(CC1COc2ccccc2O1)c1nc(-c2cccnc2)nc2ccccc12 (centres undefined),8,-10,11,-4,3,6,4,44,-6
O=C(CCCn1c(=O)[nH]c2cc(Cl)ccc2c1=O)N1CCC2(CC1)OCCO2,8,11,9,7,4,0,-1,117,6
CCCCn1c(C)c(C(=O)OCC)c2c(CN3CCOCC3)c(O)ccc21,8,2,-55,7,2,x,x,160,-2
O=c1[nH]c(=O)n(Cc2ccc(F)cc2)c(O)c1C=NCC1CCCO1 (centres undefined),-8,16,-38,6,6,4,0,123,9
O=C(c1ccccc1)c1cn(CC(=O)N2CCCC2)c2ccccc12,5,5,8,-6,-3,7,4,94,x
Cc1cc(C)n2nc(C)[n+](C)c2n1,10,-4,14,-1,4,0,1,122,-5

# Further structures follow:
SMILES,Cathepsin G inh,CatS inh,C1s block,CatB block,CatB mix inh,PKA inh,ROCK2 blocker,HER2 expr 66K,CatL block
CCOC(=O)C1=C(C)OC(N)=C(C(=O)OC)C12C(=O)Nc1ccc(Br)cc12 (centres undefined),-2,-4,-29,-9,4,8,0,84,-6
O=P(C(c1ccc2c(c1)OCO2)N1CCOCC1)(N1CCOCC1)N1CCOCC1 (centres undefined),27,5,5,1,0,4,0,56,x
OCC12COC3c4ccccc4C(OC1)N32 (centres undefined),4,11,-2,3,4,11,6,129,1
COc1cc(/C=N/n2cnnc2)ccc1OC(=O)N(C)C,-1,-2,-2,-1,8,11,8,105,0
O=C(CN1C(=O)CN=C(c2ccccc2)c2ccccc21)NCc1ccco1,-2,28,-16,10,5,-5,-3,72,-1
O=C(CCC(=O)N1CCC2(CC1)OCCO2)Nc1nnc(C(F)(F)F)s1,10,-14,10,1,1,4,-1,86,6
CC(=NCCO)c1c(O)n(C2CCCCC2)c(=O)[nH]c1=O,10,18,1,3,-1,2,4,82,x
CC(=NCCCO)c1c(O)n(Cc2ccccc2)c(=O)[nH]c1=O,11,22,19,1,9,5,-1,78,10
O=C(NC1(C(F)(F)F)Oc2ccc(Cl)cc2O1)N1CCC2(CC1)OCCO2 (centres undefined),-27,-19,-46,4,-9,5,x,178,-2
COc1ccc(-c2nc(CS(=O)CC(=O)N3CCC4(CC3)OCCO4)c(C)o2)cc1 (centres undefined),-7,-4,-25,2,0,3,-3,123,-9
CN(C)CP(=O)(O)CN(C)C=O,1,6,0,1,7,0,5,101,6
CCn1c(C(=O)N2CCC(C(=O)N3CCC4(CC3)OCCO4)CC2)cc2sccc21,-3,-6,-9,-2,-1,10,5,109,-4
CCN1CCN(c2ncnc3ccc(Br)cc23)CC1,10,-2,10,5,4,10,8,106,8
COc1ccccc1N1CCN(Cc2c(F)cccc2F)CC1,3,0,0,-1,9,-6,0,107,-2
O=C(C1c2ccccc2C(=O)N2CCc3ccccc3C12)N1CCC2(CC1)OCCO2 (centres undefined),9,-8,9,7,6,-2,0,89,7
CN1C(=O)N(C)C(=O)C2(Cc3c(ccc4ccccc34)N(C)C2)C1=O,10,-11,10,2,1,10,2,74,12

# Screening data deposited in PubChem BioAssay by several laboratories.

# An excerpt (hit frequency here may not be typical).
